Screening data (PubChem)
MT stabilize HCS = microtubule stabilizers in HeLa cells, primary screen, imaging, high-content imaging | HeLa tubulin immunostaining HCS, 24 h; share of cells brighter than vehicle mean+2SD | % tubulin-high responders, % at 10 µM | 200,000 compounds, 0.83% hits;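 active = plate Z-score above 3 for both tubulin-high and condensed-nucleus cell shares, with cell loss under 80%, at 10 µM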;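 note: anti alpha tubulin signal scored within the nucleus-defined area of each cell; some results filed as inactive read as strong as hits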
b-catenin transl = modulators of beta-catenin nuclear translocation, primary screen, imaging, HeLa cells, immunofluorescence, high-content; nuclear translocation activity, % at 5 µM; 190,000 compounds, 0.3% hits;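 active = nuclear translocation activity above 50% at 5 µM, with a well cell count of 50 or more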;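 note: per-cell ratio of nuclear to cytoplasmic median beta-catenin stain intensity; plate controls were DMSO negative control for no effect and GSK-3 inhibitor IX positive control for full effect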
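System: HeLa cells, endogenous beta-catenin; compound dosing: 5 µM primary single dose, 0.1% DMSO, 0.02–20 µM confirmation series; incubation: 24 h compound exposure at 37°C, 5% CO2; signal: beta-catenin immunofluorescence imaging with DAPI; evaluation: % activation, nuclear-to-cytoplasmic median beta-catenin signal ratio per cell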
T cell modulator = modulators of CD8 T cell-vesicle binding, primary screen, mouse 2C CD8+ T cells, flow cytometry. 330,000 compounds, 0.068% hits. 2C CD8+ T cell-vesicle binding; active compounds read low. calls only at 7 µM;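 active = response, share of CD8 T cells binding vesicles, and their 90th percentile fluorescence all below set limits, cut at about 80% in these data, passing the limit was not always enough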
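System: murine 2C transgenic CD8+ T lymphocytes; also added: QL9-loaded Drosophila micro-vesicles; times: binding 1.5 h at 37 °C; measured by: flow cytometry, PE anti-B7-1 (FL2) versus Alexa647 anti-CD8 (FL8), PFA-fixed; control set: Peptide-free naked vesicles (low) and QL9 vesicles with 0.7% DMSO vehicle (high)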
Insulin prom up = insulin promoter activators in MIN6 cells, imaging, high-content screening, mouse beta cells | MIN6 insulin promoter-GFP reporter; active compounds read high | z-score at 5 µM | 190,000 compounds, 0.3% hits;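 active = z-score above 3 at 5 µM with at least 500 cells counted in the well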
Lipid droplet = inhibitors of hepatocyte lipid droplet formation, primary screen, imaging, high-throughput imaging, BODIPY stain; AML12 mouse hepatocytes, oleate lipid droplets; inhibition, % at 6.5 µM; 240,000 compounds, 0.4% hits;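 active = lipid droplet intensity inhibited by at least 50%, with more than 500 cells counted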
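Material – mouse AML12 hepatocyte cell line, fixed after treatment · Compound dosing – one dose, 6.5 µM compound · Times – compound with oleate, overnight · Measured by – Image-based BODIPY and DAPI two-channel analysis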
Salmonella PhoP GFP = inhibitors of PhoP regulon expression, primary screen, Salmonella Typhimurium, GFP reporter (AID 1863); S. Typhimurium PhoP-regulated promoter GFP reporter, 4 h; higher % means a stronger effect; inhibition, % at 50 µM; hits with a dose series show IC50 in µM; 300,000 compounds, 0.16% hits;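 active = inhibition over 29.93%, a cutoff 3 SD above the screen mean, later confirmed by dose response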;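 note: 0% = low Mg2+ inducing control and 100% = high Mg2+ repressing control; strong numbers were not always called active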
Autophagy HCS = autophagy modulators in MEF cells, primary screen, imaging, high-content, MEF GFP-LC3. 190,000 compounds, 0.98% hits. calls only at 10 µM (by protocol). MEF GFP-LC3 puncta imaging; test concentration mostly 10 µM;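 active = percentage of spot-positive cells more than 3 SD above its plate mean, without a fluorescence outlier flag or 80% toxicity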;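 note: spot-positive cell cutoff set from DMSO-treated cells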
CSM14.1 death rescue = rescue of cells from ER stress-induced death, primary screen, 384-well, CSM14.1, thapsigargin, ATP luminescence (AID 1222); CSM14.1 thapsigargin-induced death rescue, ATP luminescence; higher % means a stronger effect; one-dose cellular ATP content (survival), % at 20 µM; EC50 in µM for titrated hits; 190,000 tested, under 10 active;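 active = EC50 below 50 µM in the dose-response confirmation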;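 note: death triggered by thapsigargin at about 15 µM added after 2 h compound pretreatment; cell ATP read after overnight thapsigargin exposure of roughly 18 to 22 hours; normalized against plate controls of thapsigargin alone and 5% DMSO vehicle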
Dynein cargo inh = inhibitors of GR-EGFP nuclear translocation, primary screen, dynein cargo transport inhibitor project, imaging, high-content, 3617.4 mouse cells; test concentration mostly 20 µM; stimulated with dexamethasone, 1 µM; active compounds read low; z-score, hits read low; 220,000 compounds, 0.47% hits;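 active = plate z-score of nuclear minus cytoplasmic receptor signal below a set negative limit, without overly bright fluorescence or cell loss, cut at about -3.5 in these data, passing the limit was not always enough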;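 note: z-score of nuclear minus cytoplasmic ring GR-EGFP intensity difference per well; some compounds called inactive have numbers as strong as hits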
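Also added: dexamethasone, 1.0 µM final. Medium: tet-free, stripped-serum medium. Detection: fixed, Hoechst-stained cells imaged at 10x for EGFP. Read-out: nuclear-to-cytoplasmic GR-EGFP distribution per well. Times: induction 48 h, compound 1 h, agonist 30 min.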
Dynein cargo inh cytoplasmic EGFP = further read-out of Dynein cargo inh, marked with its call; z-score; measured here: cytoplasmic GR-EGFP intensity; active compounds read high
Dynein cargo inh nuclear GR-EGFP = further read-out of Dynein cargo inh, marked with its call; z-score; measured here: nuclear GR-EGFP intensity;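 lower value marks the stronger effect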
Dynein cargo inh cell count = further read-out of Dynein cargo inh, marked with its call; z-score; measured here: cell count per field
Insulin prom up cell count = second read-out of Insulin prom up, no call of its own (marks repeat the call); cell count; measured here: cytotoxicity, nuclei count;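 total cells summed across four imaged fields per well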
Lipid droplet cells 6.5 µM = also measured in Lipid droplet; calls as there; cell count; measured here: cell count, cytotoxicity flag;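 cells counted across two imaged fields per well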
b-catenin transl cell count 5 µM = also measured in b-catenin transl; calls as there; cell count; measured here: cell count, cytotoxicity flag
T cell modulator vesicle-bound % = second read-out of T cell modulator, no call of its own (marks repeat the call); double positive events, %; measured here: CD8+ vesicle-bound cell fraction;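 binding gate set so that unloaded-vesicle control wells show 10% double positive cells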
MT stabilize HCS Hoechst-high % = also measured in MT stabilize HCS; calls as there; % Hoechst-high responders; measured here: nuclear condensation Hoechst responders;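 share of cells brighter than vehicle mean plus two SD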
MT stabilize HCS cytotoxicity % = also measured in MT stabilize HCS; calls as there; toxicity, %; measured here: cytotoxicity by cell density;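 0% = mean cell density of plate MIN control wells and 100% = no cells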
Autophagy HCS cell loss 18 h = also measured in Autophagy HCS; calls as there; toxicity, %; measured here: cell loss, nuclei count;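 cell loss after 18 h compound exposure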
* marks the source's active call; other numbers are inactive results; i = inactive; / = no result given.

SMILES	MT stabilize HCS	MT stabilize HCS Hoechst-high %	MT stabilize HCS cytotoxicity %	b-catenin transl	b-catenin transl cell count 5 µM	T cell modulator	T cell modulator vesicle-bound %	Insulin prom up	Insulin prom up cell count	Lipid droplet	Lipid droplet cells 6.5 µM	Salmonella PhoP GFP	Autophagy HCS	Autophagy HCS cell loss 18 h	CSM14.1 death rescue	Dynein cargo inh	Dynein cargo inh cytoplasmic EGFP	Dynein cargo inh nuclear GR-EGFP	Dynein cargo inh cell count
Cc1nc2ccc(S(=O)(=O)NC(C(=O)N3CCCCCC3)C(C)C)cc2s1 (stereo unspecified)	4.7	2.1	11	-1.1	1139	i	52	-2.1	919	/	/	-10%	i	13	1.7%	0.23	0.019	0.21	-0.83
O=C(N/N=C/c1ccc(N2CCOCC2)o1)c1cccc(C(F)(F)F)c1	4.4	1.9	3.9	-1.7	1206	i	43	0.18	1084	10	795	-13%	i	-11	-1.0%	-1.1	0.17	-1.1	-0.26
Cc1ccccc1N1C(=O)CC(Sc2nnc(-c3ccccc3)o2)C1=O (stereo unspecified)	3.5	1.6	3.1	-4.8	783	i	48	1.2	1610	/	/	-9%	i	12	0.0%	-7.3*	2*	-2.7*	-0.75*
CC(=O)c1cccc(NC(=O)C2CC(=O)N(Cc3ccccc3)C2)c1 (stereo unspecified)	1.4	2.0	6.7	-7.8	1101	i	42	/	/	-24	778	9%	i	-1	1.2%	0.15	0.47	0.41	0.19
O=C(c1c[nH]c2ccc(S(=O)(=O)N3CCOCC3)cc2c1=O)N1CCN(c2ccccn2)CC1	3.4	2.4	4.5	-0.6	1036	/	/	-0.18	1454	-9	695	9%	i	-2	-2.8%	-0.49	-0.27	-0.38	0.33
CN1CCN(C(=O)c2cnn3c(C(F)(F)F)cc(-c4ccc5c(c4)OCO5)nc23)CC1	4.3	3.0	7.6	-0.6	1069	i	49	-0.06	792	2	754	-1%	i	-2	-0.1%	0.72	-0.29	0.41	-0.36
Cc1nonc1CN(C)C(=O)CC1C(=O)NCCN1Cc1c(F)cccc1Cl (stereo unspecified)	2.7	2.5	4.9	-0.3	1567	i	65	0.52	1649	-24	689	-5%	i	-42	-0.7%	-0.36	-0.29	-0.021	0.41
O=C(O)COc1ccc(/C=N/O)cc1Br	2.0	2.0	1.0	0.8	1037	i	31	-0.6	1256	11	713	4%	i	10	-0.5%	0.87	-0.12	0.69	-0.65
O=C(CCCC(=O)NNC(=O)Nc1ccccc1)NNC(=O)Nc1ccccc1	4.7	2.9	9.9	0.4	1537	i	51	-0.13	1528	21	694	4%	i	3	0.3%	0.43	-0.35	0.083	-1.2
Cc1ccc(NC(=O)CCC(=O)NNC(=O)NC23CC4CC(CC(C4)C2)C3)cc1C	1.1	1.5	6.8	-4.2	1075	i	27	-0.47	1637	-1	665	-1%	i	13	-2.0%	0.19	-0.2	0.16	0.085
CCC(=O)Nc1c(C)cc(C)cc1Cl	4.0	4.1	9.2	-0.4	1154	i	56	1.8	1160	/	/	0%	i	-1	-1.7%	0.51	-0.077	0.61	-0.58
COC(=O)c1ccc(Nc2nc(C)cc(C)n2)cc1	3.4	1.5	0.1	-3.0	1405	i	50	0.22	1567	/	/	5%	i	1	-1.8%	0.54	-0.28	-0.38	-0.089
O=C(NCc1ccco1)c1cccn2c(=O)c3sccc3nc12	1.6	1.4	6.8	/	/	i	38	/	/	/	/	/	i	11	/	-1.9	-0.12	-0.42	0.81
COCCN1C(=O)CC(NNC(=O)c2ccc(S(=O)(=O)N3CCCC3)cc2)C1=O (stereo unspecified)	2.7	2.0	8.8	-3.0	1100	i	22	-0.19	1616	7	673	-5%	i	-4	0.5%	-0.12	-0.34	-0.27	0.32
COc1ccc(NC(=S)Nc2ccc(S(=O)(=O)N3CCOCC3)cc2)c(OC)c1	3.7	1.8	11	0.1	1140	i	52	-0.62	1412	12	625	11%	i	22	-3.3%	0.97	0.4	0.55	-1.3
C/C(=N\Nc1ccc(S(N)(=O)=O)cc1[N+](=O)[O-])c1ccco1	/	/	/	0.5	1238	i	54	1.4	840	-3	652	8%	/	/	/	1	0.4	1.6	-2
CCCCC(CC)C(=O)Nc1cccc(SC)c1 (stereo unspecified)	1.5	2.5	2.7	0.9	1020	i	61	-0.01	1509	-14	654	0%	i	-15	2.2%	0.35	-0.2	0.51	-0.5
CCn1cc(C(=O)NC(C)C23CC4CC(CC(C4)C2)C3)cn1 (stereo unspecified)	2.4	1.8	8.1	0.6	985	i	29	-0.02	1332	-4	614	-5%	i	-1	0.9%	-0.52	-0.21	0.0074	0.84
COc1ccc(C2/C(=C(/O)c3ccccc3)C(=O)C(=O)N2CO)cc1 (stereo unspecified)	1.1	1.1	4.7	1.3	1410	i	32	1.1	1321	/	/	5%	i	48	-1.1%	-0.71	-0.14	-0.27	0.62
NC(=O)c1ccsc1NC(=O)COC(=O)CCOc1ccccc1	/	/	/	-0.7	1109	i	33	0.6	1496	7	724	-8%	/	/	/	1.9	-0.18	0.72	-1.7
CN(C1CC(C)(C)N(O)C(C)(C)C1)S(=O)(=O)CC12CCC(CC1=O)C2(C)C (stereo unspecified)	4.8	2.4	7.8	-5.7	1182	i	9	-0.52	1539	2	650	-5%	i	1	-1.2%	-0.64	-0.27	0.22	0.12
Cc1ccc(NS(=O)(=O)c2cccc(C(=O)N3CCOCC3)c2)cc1	1.7	1.2	11	-5.0	969	i	54	0.09	1186	/	/	-5%	i	12	-3.3%	1.2	0.58	0.65	-1.2
Cc1[nH]c2ccccc2c1CC(=O)O	4.3	2.6	16	-2.4	1132	i	56	-0.54	1235	4	765	-1%	i	18	1.6%	0.1	-0.24	0.18	0.43
COc1ccc(CCNC(=O)CN2C(=O)c3ccccc3S2(=O)=O)cc1	2.5	1.1	4.1	5.9	493	i	29	/	/	-2	748	-5%	i	-1	-2.3%	-0.12	-0.22	0.1	-0.34
CCOC(=O)c1cncc(O)c1	/	/	/	-0.6	1414	i	29	0	1125	-27	567	-4%	/	/	/	0.33	-0.28	0.083	0.57
O=C(Nc1cccnc1Cl)c1noc2c1CCc1ccccc1-2	2.5	1.6	12	0.2	1101	i	22	-0.85	1292	1	766	-1%	i	4	-1.7%	0.4	-0.087	0.066	-0.31
COc1ccc(C2(C(=O)NCCCN(C)C)CCOCC2)cc1	6.2	2.7	5.8	-2.4	1208	i	38	-0.12	1894	-39	524	2%	/	/	/	-1.1	-0.25	-0.34	0.38
COc1ccc(CC(=O)NC2CCCc3ccccc32)cc1 (stereo unspecified)	3.7	2.7	9.4	0.7	1055	i	30	-0.99	1354	4	706	0%	i	-4	0.0%	1.3	-0.31	0.93	-1.2
O=C(CNC(=O)c1ccccc1)OC(C(=O)Nc1cc(C(F)(F)F)ccc1Cl)c1ccccc1 (stereo unspecified)	3.0	2.3	12	/	/	i	56	/	/	10	726	-12%	i	17	-1.8%	-0.29	-0.25	-0.2	1.9
Fc1ccccc1NC(=S)N(CCCN1CCOCC1)Cc1cccnc1	2.5	4.4	5.6	/	/	i	14	-0.04	1166	7	736	-4%	i	-5	0.2%	0.17	-0.36	-0.42	0.56

Compounds as they come; any-hit rate near 3%.
